# HIV peptide binding: cell-free HIV fusion peptide-binding blockers – biochemical, uHTS, fluorescence dequenching, primary screen (AID 1986) | cell-free peptide binding, fluorescence dequenching, 30 min; higher % means a stronger effect | one-dose inhibition, % at 20 µM; IC50 in µM for titrated hits | 290,000 tested, 0.3% active; in the data active means inhibition mostly above about 52%, no sharp cut-off; inactive means mostly below about 76%; further: some results filed as inactive read as strong as hits
# GPR55 activation: selective activators of receptor GPR55 – imaging, U2OS cells, beta-arrestin-GFP redistribution, primary screen (AID 1961). 290,000 tested, 0.048% active. activation, % at 10 µM; hits with a dose series show EC50 in µM. U2OS GPR55 beta-arrestin-GFP redistribution imaging; higher % means a stronger effect;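 active means activation above 40% with more than 50 cells counted in the well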;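 further: U2OS osteosarcoma cells stably expressing GPR55 and beta-arrestin-GFP; plate controls were DMSO negative control for no effect and LPI positive control for full effect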
# Siah-1 displacement: blockers of Siah-1 interaction with plectin peptide – biochemical, fluorescence polarization, rhodamine-plectin, uHTS, primary screen (AID 1817); Siah-1 / rhodamine-plectin peptide fluorescence polarization; higher % means a stronger effect; displacement, % at 20 µM, or IC50 in µM where a hit was titrated; 290,000 tested, 0.02% active;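 active means displacement of at least 50% at 20 µM, with a fluorescence ratio check between 0.3 and a set limit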;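 further: plate controls were Siah plus tracer with DMSO for no effect and tracer alone without Siah for full effect; strong numbers were not always called active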
# NTR1 ag: NTR1-driven beta-arrestin-GFP spot formation – imaging, U2OS cells, high content, primary screen (AID 493036); activation, % at 20 µM; agonist mode; 330,000 tested, 0.17% active;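 active means activation at or above 40% of the spot to cytoplasm intensity ratio, with at least 20 cells analyzed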;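 further: 0% = DMSO without peptide and 100% = 100 nM NTR1 peptide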
# Target sequence (P30989 whole entry, looked up): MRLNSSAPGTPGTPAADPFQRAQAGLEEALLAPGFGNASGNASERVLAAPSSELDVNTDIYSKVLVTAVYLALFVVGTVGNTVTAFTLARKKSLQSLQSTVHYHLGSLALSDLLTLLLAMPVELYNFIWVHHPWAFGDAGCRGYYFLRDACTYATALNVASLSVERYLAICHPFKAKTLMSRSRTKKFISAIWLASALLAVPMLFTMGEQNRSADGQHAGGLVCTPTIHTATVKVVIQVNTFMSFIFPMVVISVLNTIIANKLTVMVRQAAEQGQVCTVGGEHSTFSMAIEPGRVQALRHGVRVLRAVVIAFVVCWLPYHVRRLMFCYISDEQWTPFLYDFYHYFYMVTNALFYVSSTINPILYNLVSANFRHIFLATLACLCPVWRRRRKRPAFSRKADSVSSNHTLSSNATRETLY
# GPR55 antagonists: inhibition of LPI-stimulated GPR55 beta-arrestin translocation – imaging, U2OS, beta-arrestin-GFP, LPI agonist, primary screen (AID 2013); U2OS GPR55 beta-arrestin-GFP translocation imaging, LPI antagonism; higher % means a stronger effect; inhibition, % at 10 µM, or IC50 in µM where a hit was titrated; 290,000 tested, 0.13% active;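 active means spots per cell inhibited over 60%, with over 100 cells counted and total cytoplasm intensity under 500,000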;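 further: U2OS cells stably carrying GPR55 and arrestin-GFP stimulated by 5 µM LPI near EC80; imaged beta-arrestin-GFP aggregate spots per cell after agonist stimulation; plate controls were LPI-stimulated DMSO wells for no effect and DMSO wells without LPI for full effect; some results filed as inactive read as strong as hits; confirmed hits need IC50 under 10 µM and bright autofluorescent wells are also inconclusive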
# AID2073: disruptors of CaV2.2 binding to Mint1 – biochemical, HTRF (AID 2073). inhibition, % at 20 µM, or IC50 in µM where a hit was titrated. HTRF protein-protein interaction, Mint1-CaV2.2; higher % means a stronger effect. 290,000 tested, 0.19% active; in the data active means inhibition mostly above about 51%, no sharp cut-off; further: some results filed as inactive read as strong as hits
# NS5 inhibitors: flavivirus cap methylation enzyme inhibition – biochemical, confirmation dose response, primary screen (AID 588689); Dengue-2 NS5 methyltransferase capping enzyme assay, biochemical; higher % means a stronger effect; inhibition, % at 25 µM; hits with a dose series show IC50 in µM; 340,000 tested, 0.3% active; in the data active means a potency from the dose series
# K1F lysis inhibition: inhibition of K1F phage lysis, E. coli UTI89, bacterial capsule biogenesis inhibitors, alamar blue (AID 488966) | 340,000 tested, 0.02% active | inhibition, % at 100 µM; hits with a dose series show IC50 in µM | E. coli UTI89 K1F phage lysis, alamar blue, 2 h; higher % means a stronger effect;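 active means phage lysis inhibition, versus mean bacterial control, above a set limit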;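 further: capsule biogenesis inhibitors block K1F phage lysis so surviving cells raise fluorescence; higher fluorescence means more inhibition of phage lysis; actives were called in the ten point dose series up to 300 µM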
# GPR35 arrestin U2OS: inhibition of zaprinast-stimulated GPR35 beta-arrestin translocation – imaging, U2OS, beta-arrestin-GFP, zaprinast agonist, primary screen (AID 2058); U2OS GPR35 beta-arrestin-GFP translocation imaging, zaprinast antagonism; higher % means a stronger effect; inhibition, % at 10 µM, or IC50 in µM where a hit was titrated; 290,000 tested, 0.052% active;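 active means inhibition of at least 50% with at least 30 cells and total cytoplasm GFP at most 10,000,000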
# NTR1 ag cell count 20 µM: recorded beside NTR1 ag, whose call it bears; cell count; measured here: cell count, cytotoxicity flag
# NS5 inhibitors pilot replicate: also measured in NS5 inhibitors; calls as there; inhibition, %; measured here: pilot screen replicate inhibition
# The depositor's hits bear a star; . = not tested or not shown; [ ] = dose if it differs, or a comment.
SMILES,HIV peptide binding,GPR55 activation,Siah-1 displacement,NTR1 ag,NTR1 ag cell count 20 µM,GPR55 antagonists,AID2073,NS5 inhibitors,K1F lysis inhibition,GPR35 arrestin U2OS,others
CCC1(CC)NC(=O)N(Cc2nc3ccccc3s2)C1=O,-1.0%,0.2%,-2.6%,0.6,66,1.1%,-1.2%,-5.2%,0.3%,0.1%,
Cn1c(NC(=O)/C=C\c2ccccc2)cc(=O)n(C)c1=O,-0.8%,0.0%,9.0%,3.2,79,-4.6%,22.3%,-4.5%,0.1%,-12.7%,
OC(COc1ccc(Cl)cc1)CSc1ccccn1 (stereo unspecified),0.1%,-0.2%,0.4%,-0.4,44,-1.3%,2.5%,-12.9%,0.3%,-1.4%,
CCc1ccc(C(=O)N/N=C/c2ccncc2)s1,-0.5%,-0.1%,3.3%,-0.7,60,10.7%,8.0%,0.0%,-0.1%,-3.1%,
CS(=O)(=O)N(Cc1ccccc1F)c1ccccc1,-1.5%,-0.3%,-10.1%,-2.8,85,4.5%,2.4%,0.0%,0.6%,-0.9%,
NS(=O)(=O)c1ccc(CNC(=O)C23CC4CC(CC(C4)C2)C3)cc1,-0.2%,-0.1%,-1.0%,-0.5,46,2.5%,-6.9%,2.5%,4.3%,8.3%,
COc1ccc(CCNC(=O)Cc2cc(OC)c(OC)cc2[N+](=O)[O-])cc1OC,0.7%,1.1%,-5.1%,1.4,52,-3.6%,0.7%,.,0.1%,10.9%,
Cc1ccc(C)c(NC(=S)N(Cc2ccco2)C(C)c2cccs2)c1 (stereo unspecified),-0.6%,0.9%,12.6%,-1.2,56,-14.0%,-30.0%,-14.9%,0.1%,-1.0%,
CCCc1nc2ccc([N+](=O)[O-])cc2[nH]1,0.5%,-0.1%,2.1%,0.7,55,2.0%,-2.6%,-5.2%,-0.1%,14.4%,
O=C(CN1C(=O)C2C3CCC(C3)C2C1=O)N1CCN(Cc2ccccc2)CC1 (stereo unspecified),0.2%,0.5%,3.0%,-0.7,68,-19.8%,9.1%,-6.4%,-1.1%[50 µM],6.5%,
c1ccc(-c2cn(-c3ccccc3)c3ncnc(N4CCCCC4)c23)cc1,-1.3%,-0.3%,14.9%,7.1,58,21.9%,8.5%,1.5%,0.5%,-0.6%,
COc1ccc(/C=C(/C#N)C(=O)Nc2cccc(C)c2C)cc1C(=O)O,2.0%,-0.3%,3.8%,0.1,37,-9.1%,6.1%,0.6%,0.9%,1.3%,
COc1cccc(NC(=O)c2cc(-c3ccncc3)nc3c(C)cc(C)cc23)c1,1.6%,0.5%,2.9%,5.1,57,-9.5%,21.6%,-0.7%,0.5%,1.4%,
O=C(CCSCCC(=O)Nc1ccccc1F)Nc1ccccc1F,0.8%,0.2%,7.4%,-0.7,64,2.9%,-4.9%,1.9%,2.4%[50 µM],7.3%,
On1nnc2cc(C(F)(F)F)ccc21,0.1%,-0.7%,0.0%,-0.8,96,3.1%,8.4%,-3.4%,-0.7%,-9.6%,
Cc1cc(C)c(C)c(S(=O)(=O)N2CCN(CC(=O)Nc3ccc([N+](=O)[O-])cc3)CC2)c1C,-1.1%,0.2%,0.3%,1.5,53,10.1%,-4.0%,0.0%,-4.0%,1.7%,
CCOc1cc(NC(=S)NCC2CCCO2)c(OCC)cc1NC(=O)c1ccc(C)cc1 (stereo unspecified),-4.9%,0.2%,-12.8%,7.1,50,-13.3%,-9.8%,-0.7%,0.2%,-2.0%,
CCOC(=O)N1CCN(C(=O)C(=O)NNC(=O)COc2ccc(Cl)cc2)CC1,0.5%,0.5%,9.6%,0.9,79,8.5%,-3.0%,-0.9%,1.1%,4.4%,
COCCNc1nc2nonc2nc1N(C)Cc1cccc2cnccc12,-2.0%,-0.1%,0.0%,0.5,54,10.0%,2.9%,-3.0%,0.3%,26.2%,
O=C(CNC(=O)Cc1ccccc1)NCC(=O)N1CCCCC1,0.0%,0.0%,14.2%,-0.4,59,11.1%,-1.2%,-2.0%,2.2%[50 µM],-4.7%,
COc1ccc(OCC(=O)NNc2nc3ccccc3s2)cc1,-0.7%,0.3%,-2.1%,1.1,43,-8.2%,-13.7%,-10.1%,-0.4%,-1.8%,
COc1ccc(-c2nc3ccccc3c(=O)n2-c2c(C)n(C)n(-c3ccccc3)c2=O)cc1,-1.3%,-0.1%,2.7%,-0.2,46,4.9%,5.6%,-2.3%,-0.6%,9.4%,
Cc1ccc(CCNC(=O)C2CCN(S(=O)(=O)c3ccc4c(c3)NC(=O)CO4)CC2)cc1,0.6%,-0.4%,1.6%,0.9,69,3.6%,-2.4%,-3.9%,0.1%,12.3%,
CN(C)c1ccc(C(=O)N2CCNC(=O)C2CC(=O)Nc2ccc(F)cc2)cc1 (stereo unspecified),0.1%,-0.2%,5.3%,2.1,42,12.1%,9.8%,-2.9%,-0.1%,-0.1%,
O=C(COC(=O)Cc1ccc(Br)cc1)NC1CCCCCC1,0.5%,-0.4%,16.1%,-1.4,36,5.8%,-7.3%,.,0.2%,-7.4%,
# Following part
SMILES,HIV peptide binding,GPR55 activation,Siah-1 displacement,NTR1 ag,NTR1 ag cell count 20 µM,GPR55 antagonists,AID2073,NS5 inhibitors,K1F lysis inhibition,GPR35 arrestin U2OS,others
CCOCCn1c(CN2CCN(c3ccc(F)cc3)CC2)nc2c1c(=O)n(C)c(=O)n2C,3.4%,-0.3%,2.0%,-0.7,81,6.9%,5.0%,4.8%,-0.4%,-8.8%,
COc1cccc(/C=C2\NC(=O)NC2=O)c1O,-2.2%,0.0%,2.5%,-0.2,77,0.6%,-2.6%,4.0%,0.2%,-10.0%,
CCOC(=O)C(=CNc1ccc(Cl)cn1)C(=O)OCC,-1.0%,-0.1%,10.2%,0.3,58,-5.9%,0.4%,1.5%,-0.6%,-2.3%,
O=C(Nc1ccccc1)Nc1nnc(Cc2ccccc2F)s1,-1.8%,0.4%,5.8%,2.4,59,11.5%,-6.2%,-11.1%,0.4%,-1.3%,
Cc1nn(C(C)C)c(C)c1CN1CCC(C(=O)Nc2cccc(-c3cccc(F)c3)c2)CC1,0.0%,-0.1%,3.5%,-0.6,73,8.4%,1.1%,-1.3%,-1.5%[50 µM],-7.8%,
Cc1ccc(S(=O)(=O)Nc2ccccc2CNc2ccccn2)cc1,1.2%,-0.3%,1.3%,0.3,40,-4.2%,3.7%,2.9%,5.7%,-4.2%,
C=CCn1cc(-c2ccccc2)cc(C#N)c1=O,0.4%,0.0%,3.4%,-1.6,47,-7.3%,10.3%,-2.1%,0.5%,-7.2%,
CCOc1ccc2nc(NC(=O)CCC(=O)c3cccs3)sc2c1,4.2%,0.1%,-1.4%,-0.6,33,7.7%,0.0%,2.7%,0.2%,4.9%,
CCS(=O)(=O)N1Cc2ccccc2CC1C(=O)Nc1ccc(F)cc1 (stereo unspecified),-1.4%,-0.1%,-0.2%,-1.2,61,0.5%,18.2%,1.5%,-0.4%[50 µM],11.9%,
COc1cccc(-n2c(SCc3ccccn3)nc3c(c2=O)SCC3)c1,-1.2%,-0.3%,4.6%,0.2,59,12.5%,6.8%,-1.5%,-0.1%,-4.3%,
O=C1/C(=C/c2ccc(O)c([N+](=O)[O-])c2)SC(=S)N1Cc1ccccc1,59.8%,0.6%,7.3%,1.8,88,-3.8%,18.8%,-44.4%,0.2%,0.6%,
S=C(c1ccc(-c2ccccc2)cc1)N1CCOCC1,-1.1%,-0.2%,4.6%,0.6,73,5.5%,-17.4%,-11.7%,1.2%,6.4%,
c1ccc(-n2ncc3c(N4CCN(c5ccccn5)CC4)nc(N4CCCCC4)nc32)cc1,1.5%,0.0%,2.9%,.,.,15.7%,2.0%,.,.,7.3%,
COc1ccc(-c2nc(-c3ccccc3)[nH]c(=O)c2C#N)cc1,-2.6%,0.5%,0.6%,0.5,73,6.0%,0.4%,1.6%,0.3%,5.1%,
CCOc1ccc(C(=O)NC(C(=O)NCCc2ccc(OC(F)F)cc2)C(C)C)cc1 (stereo unspecified),0.2%,-0.2%,-2.3%,-0.6,50,14.6%,-1.3%,2.4%,-0.4%,11.5%,
Cc1cc(-c2ccccc2)nc(N(C)NC(=O)c2ccc(Cl)cc2)c1S(C)(=O)=O,3.1%,-0.1%,-1.1%,-0.6,43,6.8%,5.6%,-4.8%,-0.1%,-9.9%,
C=CCNc1nc(Cl)nc(Nc2ccccc2)n1,1.2%,-0.1%,8.0%,0.5,64,-7.3%,7.1%,2.6%,0.1%,11.0%,NS5 inhibitors pilot replicate=-2.4
CC1CCc2c(C(=O)Oc3cccc(-n4cnnn4)c3)csc2C1 (stereo unspecified),0.8%,-0.2%,5.2%,19.4,67,17.6%,25.3%,-3.9%,0.2%,9.9%,
COc1ccc(S(=O)(=O)Oc2cc(C(=S)N3CCOCC3)ccc2OC)cc1,-0.3%,0.0%,-0.1%,-0.6,72,-6.6%,-13.9%,1.3%,0.4%[50 µM],3.0%,
CS(=O)(=O)N1CCC(C(=O)NCc2ccc(Cl)cc2)CC1,2.3%,0.6%,-1.3%,0.1,44,-3.7%,1.9%,0.0%,0.0%,5.8%,
O=C(O)C1=NOC(CNC(=O)c2ccccc2Cl)C1 (stereo unspecified),2.5%,1.0%,5.6%,2.2,79,2.2%,10.0%,.,.,15.6%,
CCC(OC(C)=O)c1cc2c(cc1[N+](=O)[O-])OCCO2 (stereo unspecified),-1.0%,0.2%,10.1%,0.1,68,9.9%,-32.9%,0.0%,0.1%,23.4%,
Brc1ccc(Nc2ncnc3[nH]ncc23)cc1,3.2%,-0.1%,3.1%,-0.2,60,3.7%,16.6%,.,.,-1.8%,
COCCCNc1nc2ccccc2nc1NS(=O)(=O)c1ccccc1,6.8%,-0.2%,3.3%,0.1,57,6.9%,-0.4%,0.7%,-2.4%,-11.5%,
COc1cc(OC)c(OC)cc1C=NCC1(c2ccccc2)CCCC1,-1.0%,-0.1%,-0.1%,0.6,56,6.3%,1.7%,-0.7%,3.1%,-4.3%,
CC12CCCCC1N(O)C(=O)C(=O)N2O (stereo unspecified),-0.3%,-0.3%,-0.1%,0.6,49,-1.6%,-0.4%,-1.8%,8.4%,-12.5%,

# Structural class: the entries above with a COOH group.
SMILES,HIV peptide binding,GPR55 activation,Siah-1 displacement,NTR1 ag,NTR1 ag cell count 20 µM,GPR55 antagonists,AID2073,NS5 inhibitors,K1F lysis inhibition,GPR35 arrestin U2OS,others
COc1ccc(/C=C(/C#N)C(=O)Nc2cccc(C)c2C)cc1C(=O)O,2.0%,-0.3%,3.8%,0.1,37,-9.1%,6.1%,0.6%,0.9%,1.3%,
O=C(O)C1=NOC(CNC(=O)c2ccccc2Cl)C1 (stereo unspecified),2.5%,1.0%,5.6%,2.2,79,2.2%,10.0%,.,.,15.6%,

# Compounds as they come. About 1.2% of those tested had a hit in this group.
